# AGP1 TOR yeast: alters AGP1-GFP fluorescence in TOR pathway yeast screen; AID 2066; S. cerevisiae AGP1-GFP multiplex flow cytometry, 3 h; GFP as percent of DMSO wells; hit rate 0.02% among 320,000; GFP response vs DMSO, % at 10 µM;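 active = GFP response relative to DMSO above a set limit, near screen average plus 3 SD, cut at about 150% in these data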;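 note: median GFP channel fluorescence of the gated AGP1 strain per well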
# MEP2 TOR yeast: modulators of TOR pathway MEP2-GFP in S. cerevisiae; S. cerevisiae MEP2-GFP strain, flow cytometry GFP, 3 h; 100% = DMSO control level; GFP response vs DMSO, % at 10 µM; hit rate 0.51% among 330,000; AID 2016;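 active = GFP response versus DMSO above a set limit, roughly screen mean plus 3 SD, cut at about 180% in these data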;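 note: median GFP fluorescence of the barcode-gated MEP2-GFP cells per well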
# LAP4 TOR yeast: alters LAP4-GFP fluorescence in TOR pathway yeast screen | S. cerevisiae LAP4-GFP multiplex, flow cytometry GFP, 3 h; median GFP as percent of DMSO wells | GFP response vs DMSO, % at 10 µM | hit rate 0.34% among 320,000 | AID 2023;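 active = GFP response vs DMSO above a set limit, about the screen mean plus 3 SD, cut at about 150% in these data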
# CIT2-GFP yeast: modulators of TOR pathway CIT2-GFP in S. cerevisiae. S. cerevisiae CIT2-GFP strain, flow cytometry, 3 h; 100 means same as DMSO wells. GFP response vs DMSO, % at 10 µM. hit rate 0.065% among 320,000;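 active = GFP response relative to DMSO above a set limit, near the screen mean plus 3 SD, cut at about 150% in these data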;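 note: ratio of well median GFP fluorescence to mean of DMSO wells on the plate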
# GRK2 aptamer HTS: blocks RNA aptamer binding to human GRK2; P25098; bead flow cytometry, FAM-aptamer displacement from GRK2; inhibition of aptamer binding, % at 10 µM; hit rate 0.59% among 330,000; AID 488847;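 active = inhibition of aptamer binding above 40%, roughly 3 SD of noise, on plates passing a quality check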;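 note: median bead fluorescence of bound FAM aptamer so fluorescent compounds give negative values; no value below 0 was filed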
# RPL19A-GFP yeast: yeast TOR pathway RPL19A-GFP modulation. hit rate 0.3% among 330,000. percent response vs DMSO, % at 10 µM. S. cerevisiae RPL19A-GFP strain, flow cytometry, 3 h; active compounds read low. AID 2025;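 active = percent response vs DMSO below 50%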;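 note: median channel GFP fluorescence of the barcoded RPL19A-GFP strain; ratio of sample median GFP to plate DMSO average so 100% = DMSO; lower means less RPL19A-GFP as with rapamycin TOR inhibition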
# VLA-4 inh: inhibition in a human VLA-4 binding assay; VLA-4 expressing cells, ligand binding flow cytometry; hit rate 0.2% among 330,000; inhibition, % (about 7 µM as worked out from the volumes in the protocol); P13612; in the data active = inhibition above about 50%
# Target sequence (P13612 whole entry, looked up): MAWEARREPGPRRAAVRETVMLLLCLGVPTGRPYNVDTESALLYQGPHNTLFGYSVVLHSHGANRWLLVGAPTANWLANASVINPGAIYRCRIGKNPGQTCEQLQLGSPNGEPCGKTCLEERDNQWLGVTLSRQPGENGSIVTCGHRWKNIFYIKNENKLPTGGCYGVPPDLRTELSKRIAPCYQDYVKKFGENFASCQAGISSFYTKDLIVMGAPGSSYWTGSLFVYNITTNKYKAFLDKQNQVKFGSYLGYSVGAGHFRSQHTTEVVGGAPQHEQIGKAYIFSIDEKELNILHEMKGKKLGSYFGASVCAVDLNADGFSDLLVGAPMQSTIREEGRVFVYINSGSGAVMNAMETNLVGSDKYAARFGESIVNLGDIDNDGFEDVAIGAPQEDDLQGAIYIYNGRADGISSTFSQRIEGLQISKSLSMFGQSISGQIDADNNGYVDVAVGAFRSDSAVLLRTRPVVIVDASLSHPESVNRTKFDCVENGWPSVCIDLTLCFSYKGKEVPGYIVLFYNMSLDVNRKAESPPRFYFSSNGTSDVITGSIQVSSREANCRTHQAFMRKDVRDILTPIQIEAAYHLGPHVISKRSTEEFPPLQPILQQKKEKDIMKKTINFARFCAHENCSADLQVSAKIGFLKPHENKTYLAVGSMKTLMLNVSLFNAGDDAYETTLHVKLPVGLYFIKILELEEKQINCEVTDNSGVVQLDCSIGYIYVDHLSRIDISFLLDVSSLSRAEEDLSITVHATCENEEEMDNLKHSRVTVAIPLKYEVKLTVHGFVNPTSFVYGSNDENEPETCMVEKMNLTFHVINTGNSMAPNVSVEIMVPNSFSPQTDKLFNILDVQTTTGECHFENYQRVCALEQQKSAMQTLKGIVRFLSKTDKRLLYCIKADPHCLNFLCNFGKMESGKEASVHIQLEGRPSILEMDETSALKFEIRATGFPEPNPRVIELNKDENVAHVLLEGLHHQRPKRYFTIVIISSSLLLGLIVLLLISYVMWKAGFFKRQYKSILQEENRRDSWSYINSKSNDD
# CR mimetic SO: yeast age-related superoxide inhibition as caloric restriction mimetic; superoxide response (% of plate mean), % at 10 µM; S. cerevisiae aged cells, superoxide DHE fluorescence; active compounds read low; AID 2690; hit rate 0.18% among 330,000;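 active = superoxide response under a set limit, about three screen SD below normal, cut at about 65% in these data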;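 note: yeast aged for seven days with compound at 30 °C before DHE staining; 100% = average MFI of all compound-treated wells on the plate with controls excluded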
# An asterisk follows results filed as active; / = not tested or not shown.
SMILES,AGP1 TOR yeast,MEP2 TOR yeast,LAP4 TOR yeast,CIT2-GFP yeast,GRK2 aptamer HTS,RPL19A-GFP yeast,VLA-4 inh,CR mimetic SO
COC(=O)c1cc(-c2ccc3c(c2)OCO3)nc2ccccc12,95,100,98,97,1,98,-6,101
Cc1cc(C(=O)CCC(=O)Nc2ncccc2O)c(C)s1,103,99,113,92,3,90,0,96
O=C(CCCN=C1NS(=O)(=O)c2ccccc21)OCC(=O)c1ccc(F)c(F)c1,95,95,98,88,6,93,4,97
O=C(Nc1ccccc1Cl)N1CCN(Cc2ccc3c(c2)OCO3)CC1,101,98,101,104,0,98,-4,101
CS(=O)(=O)c1nc(S(=O)(=O)c2ccc(Cl)cc2)c(NCCCN2CCOCC2)s1,107,111,111,105,4,103,9,94
O=[N+]([O-])c1cccc(Cl)c1NCCNS(=O)(=O)c1ccc(Cl)cc1,95,102,100,100,3,102,-2,94
COCCn1c(SCc2ccc(F)cc2)nc2ccccc2c1=O,105,100,110,105,0,103,18,99
Cc1cc2nc3c(nc2cc1C)C(O)=C3O,101,106,116,100,1,94,-10,74
CCCCn1c(N)c(N(CC)C(=O)c2ccc(C#N)cc2)c(=O)[nH]c1=O,99,110,97,102,0,102,6,102
COc1ccc([C@H]2CC(=O)C=C(c3cccc(OC)c3OC)C2)cc1OC,107,103,109,103,1,104,7,78
Cc1ccc(NC(=O)CN(C)C(=O)C2CC(=O)N(Cc3ccccc3)C2)cc1 (stereo not drawn),88,89,80,97,0,71,0,97
CCOC(=O)N1CCN(S(=O)(=O)c2ccc([N+](=O)[O-])cc2)CC1,99,95,102,98,0,96,-4,104
COc1ccc(N2CCN(S(=O)(=O)c3ccc(C(=O)NCc4ccco4)cc3)CC2)cc1,95,101,97,97,0,98,6,104
CC(=O)Nc1ccc(OC(=O)c2ccc(Cl)cc2)cc1,89,97,99,87,2,102,18,97
CCCCN(C)C1CCN(C(=S)Nc2cccc(OC)c2)CC1,106,104,104,107,0,104,2,94
Cc1cccc(N(CC(=O)NC2CCCC2)C(=O)c2nsc(Cl)c2Cl)c1C,97,102,99,94,1,96,5,97
CN(C)c1nnnn1Cc1ccc(Cl)cc1Cl,96,101,97,97,3,99,-1,85
Cc1cc(C)c(C#N)c(SCS(=O)Cc2ccc(Cl)cc2)n1 (stereo not drawn),93,94,99,92,0,94,10,81
COc1cccc(-c2noc(C3CCCN(C(=O)c4ccc(F)cc4)C3)n2)c1 (stereo not drawn),104,113,94,105,0,104,-3,102
CCc1cccc(OC2OC(CO)C(O)C(O)C2NC(C)=O)c1 (stereo not drawn),93,92,95,87,0,92,10,99
CCOC(=O)C1CCN(C(=O)c2cc(CN3C(=O)c4ccccc4C3=O)ccc2OCC)CC1,101,100,100,97,3,101,-9,99
CC(=O)c1c(C)[nH]c(C(=O)OCc2cccc(Cl)c2)c1C,91,97,106,88,0,96,-2,126
O=C(CSc1n[nH]c(=O)[nH]c1=O)N/N=C/c1ccccc1,95,98,94,93,0,101,8,98
C/C(CCc1ccccc1)=N\NC(=O)c1ccccc1[N+](=O)[O-],99,95,91,98,2,101,-5,110
O=C(CCCN1C(=O)c2ccccc2C1=O)Nc1nccs1,99,95,94,89,0,102,8,104
O=C1C(=O)N(CCCN2CCOCC2)C(c2ccc([N+](=O)[O-])cc2)/C1=C(/O)c1ccc2c(c1)OCO2 (stereo not drawn),93,104,89,98,0,99,-9,91
O=S(=O)(NCc1ccccc1)c1ccccc1Br,83,102,137,88,4,97,27,107
CCN1CCN(C(=O)C(C)Oc2ccc(S(=O)(=O)N3CCCC3)cc2C(N)=O)CC1 (stereo not drawn),92,93,93,93,0,93,11,85
Cn1c(=O)c(C(=O)NNC(=O)c2ccccc2Br)c(O)c2ccccc21,76,81,98,59,1,108,-2,94
COc1ccc(-c2ccc(CCC(=O)O)n2NC(=O)c2ccc(C(C)(C)C)cc2)cc1,96,96,93,88,0,101,1,110
CCOC(=O)/C(C#N)=C\c1c(C)cc(C)c(COC(C)=O)c1C,101,101,99,94,0,103,-6,110
COc1cccc(/C=N/Nc2nnc3c(n2)[nH]c2ccccc23)c1OC,105,95,98,90,0,95,3,104
O=C(c1ccco1)N1CCN(C(=O)c2cc3cc([N+](=O)[O-])ccc3oc2=O)CC1,92,100,101,107,0,92,-9,100
COCCCC1CCN(C(=O)c2cc(COc3cc(C)ccc3C)on2)CC1,98,95,96,98,0,96,-1,126
Cc1ccc(OCc2cnc(Cl)s2)c(C)c1,107,110,109,103,0,107,6,98
NC(=O)NC(=O)CSc1cccc(C(F)(F)F)c1,95,99,95,93,1,94,13,93
O=C1[C@H]2[C@@H](c3ccc(F)cc3)N3C(=O)N(c4cccc(Br)c4)C(=O)[C@@]3(Cc3ccccc3)[C@H]2C(=O)N1C1CCCCC1,79,92,115,88,1,97,0,101
O=C(O)CCCCCNC(=O)c1ccncc1,102,102,81,113,7,102,12,95
CCc1cccc(C)c1NC(=O)c1cc(C)oc1C,102,109,103,107,2,103,8,109
COc1ccc(CCNC(=O)C(=O)NCC2OCCN2S(=O)(=O)c2ccc(F)cc2)cc1OC (stereo not drawn),93,96,105,96,1,94,2,118
NS(=O)(=O)c1ccc(NC(=O)c2cc(Cl)sc2Cl)cc1,108,99,101,101,2,101,7,88
Cc1nn(CC(=O)Nc2ccc3c(c2)OCO3)c(C)c1[N+](=O)[O-],86,93,87,91,0,91,-10,112
Cc1ccc(NC(=O)COc2ccccc2C=O)cc1Cl,97,94,99,89,4,98,12,92
C=CCNC(=O)CN1c2cccc3cccc(c23)S1(=O)=O,96,115,97,101,1,105,12,120
CCCCSc1nnc(-c2cc(Br)ccc2N)c(=O)[nH]1,105,104,107,106,3,106,2,142
Brc1ccc(-c2nnc(-c3ccco3)o2)cc1,84,91,84,93,3,87,-5,89
Cc1ccc2nc(-c3cc(N)cc(N)c3)oc2c1,94,99,104,95,1,99,8,108
Cc1ccc(/C=N/NC(=O)CCCOc2ccc(Cl)cc2Cl)cc1[N+](=O)[O-],102,112,115,98,0,108,17,117
O=C(Nc1nncs1)c1cc(-c2ccco2)nc2ccccc12,104,109,104,108,0,103,0,99
O=C(NCCc1cnccn1)C1CCC(=O)N(Cc2ccc(Cl)cc2)C1 (stereo not drawn),100,98,99,104,2,103,-5,102

# More structures follow.
SMILES,AGP1 TOR yeast,MEP2 TOR yeast,LAP4 TOR yeast,CIT2-GFP yeast,GRK2 aptamer HTS,RPL19A-GFP yeast,VLA-4 inh,CR mimetic SO
C[C@H]1CN=C(N(C)C)N1CCC1CCCCC1,102,101,97,99,3,102,2,109
Cc1nn(CC(=O)NCC2CCCO2)c(=O)c2ccccc12 (stereo not drawn),108,96,99,104,0,101,-1,101
COc1ccc(NC(=O)Cc2coc3cc(C)c(C(C)C)cc23)cc1S(=O)(=O)N1CCOCC1,94,105,98,98,6,98,17,96
COc1ccc(C(=O)NCc2nnc(SCC(=O)N3CCc4ccccc43)n2Cc2ccccc2)cc1,92,100,85,93,4,97,29,100
O=C(CC12CC3CC(CC(C3)C1)C2)NCCN1CCOCC1,100,103,101,101,5,99,0,99
COC(=O)CSc1nnc(-c2cccnc2)n1-c1cccc(OC)c1,98,99,94,102,2,101,11,99
Cc1ccc(Nc2nc(N)nc(CCl)n2)cc1,115,111,138,110,0,106,-6,95
CN(Cc1cn(C)nc1-c1ccc(Oc2ccccc2)cc1)C1CCOC1 (stereo not drawn),96,96,97,101,2,93,24,93
S=c1[nH]ncn1-c1ccccn1,97,99,101,94,0,98,6,83
NS(=O)(=O)c1cccc(NC(=O)c2cccc(S(=O)(=O)N3CCCCCC3)c2)c1,97,91,96,90,0,91,6,83
CC(CCc1ccccc1)NC(=O)COC(=O)c1cc(NS(=O)(=O)c2ccc(Cl)c([N+](=O)[O-])c2)ccc1O (stereo not drawn),102,106,99,99,0,100,17,114
CCc1ccc(/C=N/NC(=S)NCCc2ccccc2)cc1,97,103,104,101,0,98,16,86
Fc1ccccc1CSc1nncn1NC/C=C/c1ccccc1,94,97,93,94,1,93,7,102
COc1ccccc1CN1C(=O)C(=O)N(Cc2cccc(C)c2)C1=O,99,98,101,99,3,93,-5,98
CO[C@@H]1[C@@H](OC(N)=O)[C@@H](O)C(Oc2ccc3c(O)c(NC(=O)c4ccc(O)c(CC=C(C)C)c4)c(=O)oc3c2C)OC1(C)C (stereo partly drawn),93,100,135,83,0,105,35,110
COc1ccc(NC(=O)CCCC(=O)O)cc1Cl,98,95,105,96,7,97,27,95
CCC1CCCCN1C(=O)Nc1cc(Cl)ccc1OC (stereo not drawn),102,105,103,101,6,104,18,94
Cc1cc(NC(=O)CS(=O)(=O)c2cn(Cc3ccc(F)cc3)c3ccccc23)no1,107,104,120,108,0,101,-12,87
Cc1ccc(C)c(NC(=O)CSc2nc(C)cs2)c1,86,99,103,93,2,93,8,96
O=C(Nc1cccc(F)c1)/C(=C/c1ccco1)NC(=O)c1ccco1,87,112,82,/,4,101,-4,118
CCN(CC)C(=O)COc1c(-c2ccco2)oc2ccccc2c1=O,96,106,95,94,2,102,7,97
COCCn1ccc(O)c(Cc2ccc(Cl)cc2)c1=O,103,98,102,99,1,103,3,102
O=C1C2C3C=CC(C4CC34)C2C(=O)N1/N=C/c1ccc(-c2ccccc2[N+](=O)[O-])o1 (stereo not drawn),87,97,93,81,2,/,1,119
Cc1cccc(C)c1N=Nc1c(C)cc(O)cc1C,96,106,115,89,0,105,13,106
COc1ccc(O)c(C(=O)C2c3ccccc3C(=O)N2c2ccc(C)cc2)c1 (stereo not drawn),102,91,99,91,2,100,-4,147
COc1cc(/C=c2\sc3n(c2=O)C(c2ccccc2)C(c2ccccc2)=NN=3)ccc1O (stereo not drawn),101,105,96,105,0,98,8,107
O=C1C=C(N2CCCCC2)c2ccccc2C1=O,102,96,99,98,3,101,-1,126
Cc1cc(=O)[nH]c(SCC(=O)Nc2ccccc2C#N)c1C#N,96,102,107,95,0,97,10,108
O=C(NC(Cc1ccccc1)C(=O)Oc1ccc2c(C(F)(F)F)cc(=O)oc2c1)OCc1ccccc1 (stereo not drawn),101,100,101,97,1,100,20,80
CCOC(=O)c1c(NC(=O)Cn2nc(C(=O)O)c3ccccc3c2=O)sc(CC)c1C,85,95,87,90,9,95,-11,83
C/C(N)=C(/C#N)C(=O)COc1ccc(Cl)cc1Cl,87,95,89,/,0,85,7,96
O=C(NCc1nc2ccccc2[nH]1)C1=C[C@@H](c2ccc(C(F)(F)F)cc2)C[C@@H](OCc2ccc(CO)cc2)O1,91,92,116,103,4,102,16,97

# Compound activity as filed in PubChem.
